Bioassay records from PubChem.
PMI inhibition: human PMI inhibitors, high substrate, primary screen, biochemical, fluorescence intensity, high mannose 6-phosphate (AID 1220); Mannose-6-phosphate isomerase (Homo sapiens); one-dose inhibition, % at 20 µM; IC50 in µM for titrated hits; recombinant PMI enzyme, coupled fluorescence intensity; higher % means a stronger effect; 0.66% of 190,000 active
T cell modulator: modulators of CD8 T cell-vesicle binding, primary screen, mouse 2C CD8+ T cells, flow cytometry; 0.068% of 330,000 active; AID 2052, 2009; calls only at 7 µM; 2C CD8+ T cell-vesicle binding; active compounds read low;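 active = response, share of CD8 T cells binding vesicles, and their 90th percentile fluorescence all below set limits, cut at about 80% in these data, passing the limit was not always enough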
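Incubation: binding step 1.5 h, 37 °C, antibody labelling 20 min, ice; system: murine 2C transgenic CD8+ T lymphocytes; technique: cytometric PE anti-B7-1 and Alexa647 anti-CD8 signals after 1% paraformaldehyde fixation; also added: QL9-charged Drosophila Ld/ICAM-1/B7-1 vesicles; control set: naked versus QL9-loaded vesicles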
Insulin prom up: insulin promoter activators in MIN6 cells, imaging, high-content screening, mouse beta cells | AID 1625, 2009 | z-score at 5 µM | MIN6 insulin promoter-GFP reporter; active compounds read high | 0.3% of 190,000 active;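 active = z-score above 3 at 5 µM with at least 500 cells counted in the well; inconclusive = wells under 500 cells, flagged as cytotoxic or low count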
bCat nuc transl: modulators of beta-catenin nuclear translocation, primary screen, imaging, HeLa cells, immunofluorescence, high-content; nuclear translocation activity, % at 5 µM; 0.3% of 190,000 active; AID 1665, 2009;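 active = nuclear translocation activity above 50% at 5 µM, with a well cell count of 50 or more; inconclusive = wells under 50 cells across six images, flagged as toxic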;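 note: per-cell ratio of nuclear to cytoplasmic median beta-catenin stain intensity; plate controls were DMSO negative control for no effect and GSK-3 inhibitor IX positive control for full effect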
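System: Human HeLa cells, endogenous beta-catenin | Compound dosing: 5 µM primary, 0.02–20 µM confirmation | Timing: 24 h compound exposure at 37°C, 5% CO2 | Measured by: Fluorescence imaging of beta-catenin antibody stain plus DAPI | Read-out basis: % activation of per-cell nuclear versus cytoplasmic median beta-catenin signal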
Autophagy HCS: autophagy modulators in MEF cells, primary screen, imaging, high-content, MEF GFP-LC3 | MEF GFP-LC3 puncta imaging; test concentration mostly 10 µM | 0.98% of 190,000 active | calls only at 10 µM (by protocol);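 active = percentage of spot-positive cells more than 3 SD above its plate mean, without a fluorescence outlier flag or 80% toxicity; inconclusive = no clear call, values can overlap the other calls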;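 note: spot-positive cell cutoff set from DMSO-treated cells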
TNAP activation fold: human TNAP enzyme activators, primary screen, biochemical, luminescent, no phosphate acceptor, uHTS (AID 1001) | Alkaline phosphatase, tissue-nonspecific isozyme (Homo sapiens) | purified TNAP, luminescent activation assay, no phosphate acceptor; higher activation fold means a stronger effect | activation fold at 20 µM, or EC50 in µM where a hit was titrated | 0.03% of 200,000 active; in the data active = activation fold from about 3, or a potency from the dose series; inactive = the rest, 99 in 100 with activation fold below about 1.6; note: many of its hits are not listed in these tables
Lipid droplet: inhibitors of hepatocyte lipid droplet formation, primary screen, imaging, high-throughput imaging, BODIPY stain; AID 1656, 2009; inhibition, % at 6.5 µM; 0.4% of 240,000 active; AML12 mouse hepatocytes, oleate lipid droplets;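 active = lipid droplet intensity inhibited by at least 50%, with more than 500 cells counted; inconclusive = wells with under 300 cells, treated as cytotoxic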
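Assay system: AML12 hepatocytes (mouse) / Also added: 100 µM oleic acid challenge / Times: overnight treatment with compound plus oleate / Detection: high-content imaging of BODIPY-stained droplets and DAPI nuclei / Evaluation: % inhibition of lipid droplet signal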
MT stabilize HCS: microtubule stabilizers in HeLa cells, primary screen, imaging, high-content imaging. HeLa tubulin immunostaining HCS, 24 h; share of cells brighter than vehicle mean+2SD. % tubulin-high responders, % at 10 µM. 0.83% of 200,000 active. AID 2205, 2009;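 active = plate Z-score above 3 for both tubulin-high and condensed-nucleus cell shares, with cell loss under 80%, at 10 µM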;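 note: anti alpha tubulin signal scored within the nucleus-defined area of each cell; some results filed as inactive read as strong as hits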
PMI inhibitors: inhibitors of human PMI, primary screen, biochemical, fluorescence intensity, coupled assay (AID 1209) | Mannose-6-phosphate isomerase (Homo sapiens) | purified PMI enzyme, coupled fluorescence intensity; higher % means a stronger effect | inhibition, % at 20 µM; hits with a dose series show IC50 in µM | 0.42% of 190,000 active;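 note: plate controls were DMSO vehicle for no effect and wells lacking substrate for full effect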
Insulin prom up cell count: recorded beside Insulin prom up, whose call it bears; cell count; measured here: cytotoxicity, nuclei count;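 total cells summed across four imaged fields per well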
Lipid droplet cells 6.5 µM: further read-out of Lipid droplet, marked with its call; cell count; measured here: cell count, cytotoxicity flag;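 cells counted across two imaged fields per well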
bCat nuc transl cell count 5 µM: second read-out of bCat nuc transl, no call of its own (marks repeat the call); cell count; measured here: cell count, cytotoxicity flag
T cell modulator vesicle-bound %: second read-out of T cell modulator, no call of its own (marks repeat the call); double positive events, %; measured here: CD8+ vesicle-bound cell fraction;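 binding gate set so that unloaded-vesicle control wells show 10% double positive cells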
MT stabilize HCS Hoechst-high %: recorded beside MT stabilize HCS, whose call it bears; % Hoechst-high responders; measured here: nuclear condensation Hoechst responders;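 share of cells brighter than vehicle mean plus two SD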
MT stabilize HCS cytotoxicity %: second read-out of MT stabilize HCS, no call of its own (marks repeat the call); toxicity, %; measured here: cytotoxicity by cell density;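 0% = mean cell density of plate MIN control wells and 100% = no cells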
Autophagy HCS cell loss 18 h: further read-out of Autophagy HCS, marked with its call; toxicity, %; measured here: cell loss, nuclei count;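 cell loss after 18 h compound exposure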
* = called active by the depositor; i = inactive; ? = inconclusive; nt = no result given; + = active, no number. Cut-off read from the data, not from the text of the source, unless noted: active = inhibition above about 50%; inactive = the rest.

SMILES | PMI inhibition | T cell modulator | T cell modulator vesicle-bound % | Insulin prom up | Insulin prom up cell count | bCat nuc transl | bCat nuc transl cell count 5 µM | Autophagy HCS | Autophagy HCS cell loss 18 h | TNAP activation fold | Lipid droplet | Lipid droplet cells 6.5 µM | MT stabilize HCS | MT stabilize HCS Hoechst-high % | MT stabilize HCS cytotoxicity % | PMI inhibitors
Cc1ccc(CC(=O)N/N=C/c2ccc(OC(=O)c3ccc([N+](=O)[O-])cc3)cc2)cc1 | -9% | i | 40 | -0.09 | 1356 | -0.4 | 1179 | i | -1 | 1.1 | 16 | 712 | 3.1 | 2.4 | 4.3 | 3%
COc1ccc(CCN(Cc2ccccn2)C(=S)Nc2ccccc2F)cc1OC | 6% | i | 26 | -0.45 | 1266 | -0.5 | 1056 | i | 52 | 1.1 | -3 | 715 | 2.0 | 3.0 | 3.7 | 1%
CCOc1ccc2nc(N/C(N)=N/C(=S)Nc3ccc(OC)cc3)nc(C)c2c1 | 16% | i | 24 | -1.5 | 1205 | 1.1 | 1539 | i | 9 | 1.1 | nt | nt | 4.2 | 2.7 | 2.6 | 14%
CCNC(=O)NC(=O)C(C)OC(=O)C(C)(C)Oc1ccc(Cl)cc1 (stereo not given) | 1% | i | 59 | -0.09 | 1247 | -1.1 | 1028 | i | -11 | 1.1 | 0 | 684 | 4.9 | 1.3 | 5.2 | -3%
Cc1cc(NC(=O)CSc2nc(C3CCCCC3)nc3ccccc23)no1 | 4% | i | 64 | -0.25 | 1992 | -2.1 | 1046 | i | -2 | 1.2 | 24 | 633 | 4.5 | 2.0 | 6.1 | 7%
O=C(CCc1ccc(Oc2cc([N+](=O)[O-])cc([N+](=O)[O-])c2)cc1)NC1CCCC1 | 6% | i | 46 | -0.9 | 1371 | 2.5 | 1122 | i | 13 | 1.2 | -8 | 607 | 2.0 | 2.3 | 4.6 | 14%
CCSCc1nnc(SCC(=O)Nc2ccc(OC)cc2)n1C | 4% | i | 18 | 0.75 | 1374 | -0.1 | 1537 | i | 12 | 1.1 | nt | nt | 2.9 | 2.3 | 5.2 | 2%
Cc1cc(C)cc(OCC(=O)NCCN2CCOCC2)c1 | -1% | i | 22 | 0.59 | 1118 | 1.8 | 1034 | i | 2 | 1 | 8 | 820 | 2.5 | 1.5 | 4.0 | 5%
CC(=O)Oc1ccc(C(=O)Nc2cccc(-c3nnc(-c4ccco4)o3)c2)cc1 | nt | i | 53 | -2.5 | 1049 | 1.2 | 1297 | nt | nt | nt | 33 | 742 | nt | nt | nt | nt
CCCCOC(=O)n1ccc(C(=O)Nc2ccccc2OC)n1 | 2% | nt | nt | -0.49 | 1224 | -0.2 | 1151 | i | -7 | 1.1 | nt | nt | 1.3 | 1.6 | 4.9 | 0%
Cc1cccc(-n2c(O)c(C=Nc3c(C)n(C)n(-c4ccccc4)c3=O)c3ccccc3c2=O)n1 | -4% | i | 38 | 0.27 | 1642 | -0.3 | 1370 | i | -46 | 1.1 | nt | nt | 3.8 | 1.3 | 3.4 | 2%
CC1(C)C(c2ccccc2)=[N+]([O-])C2(CCCCC2=O)N1O (stereo not given) | -40% | i | 37 | nt | nt | 3.0 | 463 | i | -4 | 1.1 | 3 | 756 | 3.2 | 2.5 | 6.7 | -34%
CCOC(=O)C1CC(c2ccc(Cl)cc2)=NNC1=O (stereo not given) | -1% | i | 44 | -0.85 | 1188 | 1.9 | 899 | i | 0 | 1 | -11 | 679 | 3.6 | 2.0 | 8.1 | 0%
CCCC1(C(=O)O)NC(c2ccccc2O)C2C(=O)N(Cc3ccccc3)C(=O)C21 (stereo not given) | 13% | i | 51 | 0.87 | 968 | nt | nt | nt | nt | 1.1 | nt | nt | 1.9 | 2.0 | 7.4 | 15%
COc1ccccc1Cn1c(C)nnc1-c1cnn(C)c1N | 9% | i | 30 | 0.61 | 1315 | 1.2 | 1054 | i | -7 | 1.1 | 3 | 709 | 1.6 | 3.9 | 10 | 4%
O=C(N/N=C/c1cccc(O)c1)c1ccc(NC(=O)c2cccc([N+](=O)[O-])c2)cc1 | -1% | i | 36 | -0.53 | 1305 | 0.3 | 1189 | i | 1 | 1 | 10 | 698 | 1.5 | 2.2 | 9.4 | -4%
CC(NCC(=O)Nc1cc(S(=O)(=O)N2CCCCCC2)ccc1Cl)c1ccccc1 (stereo not given) | 5% | i | 44 | 0.43 | 1223 | -1.6 | 1008 | i | 12 | 1.2 | 9 | 706 | 4.0 | 2.0 | 4.4 | 7%
COc1cccc(C(=O)COc2ccccc2-c2ccccc2)c1 | 4% | i | 50 | -0.34 | 1302 | nt | nt | i | 6 | 1.1 | -16 | 728 | 2.2 | 2.5 | 2.2 | 9%
CC1(C)S[C@@H]2[C@H](NC(=O)[C@H](C(=O)O)c3ccsc3)C(=O)N2[C@H]1C(=O)O | 1% | nt | nt | nt | nt | nt | nt | i | 7 | 1.1 | ? | nt | 3.6 | 2.2 | 7.0 | -5%
O=C(CNC(=O)c1ccco1)OCc1ccc(C(=O)c2ccccc2)cc1 | -5% | i | 37 | 0.83 | 1462 | 0.0 | 1471 | i | 9 | 1 | nt | nt | 3.5 | 1.6 | 7.9 | -10%
CC1(C)CC(CC(=O)Nc2ccc([N+](=O)[O-])cc2)C(=O)O1 (stereo not given) | 13% | i | 39 | -0.19 | 1500 | -2.3 | 1429 | i | 1 | 1.1 | nt | nt | 2.6 | 0.8 | 5.7 | 14%
O=C(CCCn1c(=O)oc2ccccc21)N1CCc2ccccc2C1 | 24% | i | 34 | 0.11 | 1247 | -3.9 | 856 | + | -33* | 1.1 | nt | nt | 6.3 | 1.7 | 7.8 | 12%
CCOC(=O)c1ccc(N2C(=O)C(O)=C(C(C)=O)C2c2ccc(O)c(OC)c2)cc1 (stereo not given) | 3% | i | 6 | 0.11 | 1287 | -4.5 | 1258 | i | -3 | 1 | 0 | 789 | 5.3 | 1.9 | 4.1 | 14%
COc1ccc(C(CC(=O)c2ccccc2)S(=O)(=O)c2ccc(C)cc2)cc1 (stereo not given) | 24% | i | 4 | 0.05 | 1413 | 4.7 | 1309 | i | -6 | 1.1 | nt | nt | 2.6 | 1.8 | 2.7 | 13%
Cc1ccc(NC(=O)c2cc(Cl)ccc2[N+](=O)[O-])cc1C | 4% | i | 20 | -0.46 | 1345 | 0.1 | 909 | i | 1 | 1.1 | 3 | 615 | 2.8 | 4.2 | 10 | 4%
COc1ccc(CN2CCN(CCC(C)C)C(CCO)C2)cc1Cn1cccn1 (stereo not given) | 3% | i | 38 | -0.18 | 1473 | 0.4 | 1465 | i | -2 | 1 | -24 | 678 | 2.9 | 1.2 | 8.6 | 6%
COc1cc2c(cc1NC(=O)CCCN1C(=O)CCC1=O)oc1ccccc12 | 2% | i | 35 | nt | nt | nt | nt | i | 28 | 1.1 | -2 | 627 | 5.3 | 2.0 | 2.5 | 3%
O=C1N/C(=C/c2cccn2-c2ccc(F)cc2)C(=O)N1Cc1ccccc1F | -3% | i | 18 | nt | nt | -0.4 | 1015 | i | 14 | 1.2 | 0 | 607 | 3.3 | 4.1 | 14 | -8%
CC(=O)NC1(C(F)(F)F)NC(=O)N(c2ccc(F)cc2)C1=O (stereo not given) | -10% | i | 34 | 0.33 | 1524 | -5.5 | 1159 | i | -2 | 1.1 | 4 | 706 | 6.2 | 4.4 | 5.9 | -4%
CCC1C(=O)c2ccccc2N(C)C1=O (stereo not given) | 2% | i | 16 | 0.67 | 1320 | 1.7 | 517 | i | -3 | 1 | 14 | 706 | 2.2 | 2.9 | 8.7 | -8%
O=C(O)CS(=O)CC(=O)NCc1cccc(C(F)(F)F)c1 (stereo not given) | 5% | i | 60 | 0.14 | 1490 | 1.2 | 1575 | i | 17 | 1 | 1 | 545 | 3.3 | 1.6 | 0.8 | 10%
NC(=O)CC(NC(=O)Cc1ccc(Cl)cc1)c1ccc(NCc2ccccc2)c([N+](=O)[O-])c1 (stereo not given) | nt | i | 24 | -0.01 | 897 | -0.4 | 1312 | nt | nt | nt | 3 | 744 | nt | nt | nt | nt
CNC(=O)COC(=O)c1ccccc1Oc1ccccc1 | -2% | i | 42 | -0.04 | 1385 | 0.7 | 1072 | i | 29 | 1.1 | 14 | 696 | 2.7 | 1.1 | 9.5 | 4%
O=C(CSc1nnc(-c2cccnc2)n1Cc1ccccc1)NCc1ccccc1 | -8% | i | 68 | nt | nt | 3.4 | 519 | i | -4 | 1.1 | 0 | 716 | 2.5 | 2.3 | 4.3 | -6%
CC(C)(C)NCCCCOc1ccccc1F | 7% | nt | nt | nt | nt | 0.5 | 1019 | i | 30 | 1.1 | 17 | 825 | 4.7 | 4.0 | 5.3 | 3%

Reprinted at random: 2 compounds from above.
SMILES | PMI inhibition | T cell modulator | T cell modulator vesicle-bound % | Insulin prom up | Insulin prom up cell count | bCat nuc transl | bCat nuc transl cell count 5 µM | Autophagy HCS | Autophagy HCS cell loss 18 h | TNAP activation fold | Lipid droplet | Lipid droplet cells 6.5 µM | MT stabilize HCS | MT stabilize HCS Hoechst-high % | MT stabilize HCS cytotoxicity % | PMI inhibitors
CC(C)(C)NCCCCOc1ccccc1F | 7% | nt | nt | nt | nt | 0.5 | 1019 | i | 30 | 1.1 | 17 | 825 | 4.7 | 4.0 | 5.3 | 3%
O=C(O)CS(=O)CC(=O)NCc1cccc(C(F)(F)F)c1 (stereo not given) | 5% | i | 60 | 0.14 | 1490 | 1.2 | 1575 | i | 17 | 1 | 1 | 545 | 3.3 | 1.6 | 0.8 | 10%

An unsorted share of the library; about 2.9% have a hit in one of these screens.
